# TrxR1 substrate: qHTS Assay for Substrates of Mammalian Selenoprotein Thioredoxin Reductase 1 (TrxR1): qHTS; AID 588456, 2011; actives 0.01% (n = 390,000); purified TrxR1 substrate turnover, NADPH consumption readout; Potency, µM (doses to about 114 µM), without a hit: at the highest dose activity change, negative = substrate turnover; note: potency is the fitted concentration of half-maximal effect; % is set by controls: 0 for no effect and ±100 for the full control effect; nearly all actives have a fitted effect of over 50% in size
#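 Rat TrxR1, dispensed at 90 nM, was prereduced with 400 uM NADPH (final) for 5 min at ~22 deg C, then incubated with compound 15 min before 400 uM selenite. A first-read NADPH fluorescence drop versus no-compound background flagged substrates.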
# PI4K2A inh: qHTS for small molecular inhibitors of PI4K2A; purified PI4K2A, ADP-Glo luminescence, 1 h; stronger effect = lower value; activity change, negative = inhibition, % at 76.9 µM; AID 1346378, 2018; Phosphatidylinositol 4-kinase type 2-alpha (Homo sapiens), Q9BTU6; actives 0.13% (n = 420,000); in the data active = activity change below about -50%; inconclusive = mostly about -30% to -49%;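 note: -100% = wells without enzyme as full effect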
# Target sequence (Q9BTU6 whole entry, looked up): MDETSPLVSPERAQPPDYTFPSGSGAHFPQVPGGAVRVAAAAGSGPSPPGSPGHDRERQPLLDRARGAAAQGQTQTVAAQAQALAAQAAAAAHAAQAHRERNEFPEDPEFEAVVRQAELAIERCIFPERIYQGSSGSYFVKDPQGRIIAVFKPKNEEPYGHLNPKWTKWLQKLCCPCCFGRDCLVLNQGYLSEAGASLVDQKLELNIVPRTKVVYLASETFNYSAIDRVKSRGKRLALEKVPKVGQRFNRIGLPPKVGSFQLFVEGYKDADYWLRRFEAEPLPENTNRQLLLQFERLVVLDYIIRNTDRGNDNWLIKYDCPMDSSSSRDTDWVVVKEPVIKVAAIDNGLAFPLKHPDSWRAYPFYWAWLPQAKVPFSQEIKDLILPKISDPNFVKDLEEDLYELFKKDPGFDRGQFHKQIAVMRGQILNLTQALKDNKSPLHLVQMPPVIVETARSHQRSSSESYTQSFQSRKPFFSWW
#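 In this quantitative HTS, ADP production by PI4K2A was quantified luminescently after 1 h at ambient temperature; 100 microM adenosine served as plate-quality control.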
# Vif-A3F inh: qHTS for Inhibitors of Vif-A3F Interactions: qHTS; HeLa A3F-eYFP + Vif (tagged APOBEC3F with the HIV-1 protein that degrades it), YFP fluorescence increase; AID 602313, 2012; Potency, µM (top dose mostly 46.1 µM), for the others: top-dose activity, negative = active; actives 0.2% (n = 390,000); note: potency is the fitted concentration of half-maximal effect; % of control where 0% means no effect; nearly all actives have a fitted effect of over 65% in size
#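 HeLa cells stably expressing Vif plus C-terminally eYFP-tagged A3F were seeded, incubated overnight at 37 deg C, dosed with compound, incubated overnight again at 37 deg C. Yellow fluorescence (Ex 488/Em 500-530) reported blocked Vif-mediated A3F-eYFP degradation.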
# IDH1 R132H inh: qHTS for Inhibitors of mutant isocitrate dehydrogenase 1 (IDH1): qHTS; Isocitrate dehydrogenase [NADP] cytoplasmic (Homo sapiens), O75874; IDH1-R132H enzyme, NADPH consumption, diaphorase/resazurin fluorescence; Potency, µM (top dose mostly 76.6 µM), without a hit: top-dose activity change, negative = inhibition, usual class: inhibitors; actives 0.093% (n = 390,000); AID 602179, 2012; note: potency is the fitted concentration of half-maximal effect; % is set by controls: 0 for no effect and ±100 for the full control effect; nearly all actives have a fitted effect of over 65% in size
#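 IDH1-R132H (0.5 ug/mL) preincubated 30 min with compound, then NADPH (0.016 mM) and alpha-KG (2 mM) added; 80 min at RT, pH 7.5. Remaining NADPH coupled via diaphorase/resazurin to fluorescence (540/590 nm); concentration-response curves normalized to no-enzyme control.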
# RXFP1 ag: qHTS Assay for Agonists of the Relaxin Receptor RXFP1; HEK293T-RXFP1 cAMP TR-FRET, 30 min; response scale: percent of porcine relaxin response, buffer zero; AID 2676, 2010; Relaxin receptor 1 (Homo sapiens), Q9HBX9; Potency, µM (titrated, usually from 57.5 µM), for the others: at the highest dose activation, hits mostly activators; actives 0.3% (n = 370,000); note: potency is the fitted concentration of half-maximal effect; % is set by controls: 0 for no effect and ±100 for the full control effect; nearly all actives have a fitted effect of over 60% in size; many of its hits are not listed in these tables
#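 cAMP rise read by TR-FRET after 30 min, 37C compound exposure (up to 58 uM) in RXFP1-transfected HEK293 cells with Ro 20174 present. EC50 from Hill-equation fits, with 29 nM porcine relaxin as 100% and buffer as basal.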
# LDHA block: qHTS assay for inhibitors of human lactate dehydrogenase; L-lactate dehydrogenase A chain (Homo sapiens), P00338; purified LDHA, NADH/diaphorase-resazurin fluorescence; stronger effect = lower value; activity change, % (values are at about 110 or 230 µM); actives 0.15% (n = 480,000); in the data active = activity change below about -30%; inconclusive = mostly about -25% to -30%;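 note: plate controls were DMSO wells for no effect and wells without enzyme for full effect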
#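 Remaining NADH was detected by diaphorase (0.133 mg/mL) converting 37 µM resazurin to fluorescent resorufin, read at 0 and 20 minutes. The preceding 5-minute room-temperature reaction used 2 nM LDHA, 0.2 mM sodium pyruvate and 0.06 mM NADH at pH 7.4.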
# USP1 inh: Inhibitors of USP1/UAF1: Primary Screen; Ubiquitin carboxyl-terminal hydrolase 1 (Homo sapiens), O94782; recombinant USP1/UAF1, Ub-Rhodamine cleavage fluorescence; Potency, µM (doses to about 57.1 µM), inactives show at the highest dose activity change, negative = inhibition, most hits filed as inhibitors; actives 0.23% (n = 390,000); AID 743255, 2014; note: potency is the fitted concentration of half-maximal effect; % is set by controls: 0 for no effect and ±100 for the full control effect; nearly all actives have a fitted effect of over 60% in size; inactives centre near -12
#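 1 nM enzyme complex + cpd, 15 min RT; start with Ub-Rho 150nM final; kinetic fluorescence ex 480/em 540, 6 reads q60 s. Buffer 50mM HEPES pH 7.8, 0.5mM EDTA, 0.1 mg/ml BSA, 1mM TCEP, 0.01% Tween-20.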
# Vif-APOBEC3G blk: qHTS for Inhibitors of Vif-A3G Interactions: qHTS | DNA dC->dU-editing enzyme APOBEC-3G (Homo sapiens), Q9HC16 | HeLa A3G-eYFP + Vif (tagged APOBEC3G with the HIV-1 protein that degrades it), YFP fluorescence, overnight | Potency, µM (doses to about 46.1 µM), without a hit: at the highest dose activity, negative = active, usual class: inhibitors | actives 0.076% (n = 410,000);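 note: potency is the fitted concentration of half-maximal effect; % is set by controls: 0 for no effect and ±100 for the full control effect; nearly all actives have a fitted effect of over 60% in size; hits raise eYFP signal because A3G escapes Vif-driven loss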
# Target sequence (Q9HC16 whole entry, looked up): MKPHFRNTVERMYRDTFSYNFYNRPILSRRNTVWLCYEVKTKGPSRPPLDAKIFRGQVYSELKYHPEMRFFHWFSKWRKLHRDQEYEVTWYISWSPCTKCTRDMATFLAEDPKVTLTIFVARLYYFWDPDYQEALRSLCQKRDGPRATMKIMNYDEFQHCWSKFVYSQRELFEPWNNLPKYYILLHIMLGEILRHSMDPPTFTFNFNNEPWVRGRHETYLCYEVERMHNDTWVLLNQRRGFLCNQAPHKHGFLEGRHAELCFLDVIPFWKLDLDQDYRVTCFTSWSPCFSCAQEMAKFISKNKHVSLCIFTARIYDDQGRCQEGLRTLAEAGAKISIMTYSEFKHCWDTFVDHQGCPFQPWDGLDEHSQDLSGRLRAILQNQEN
#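 HeLa cells stably expressing Vif and C-terminally eYFP-tagged A3G, seeded overnight at 37 deg C, then exposed to compound by pintool overnight at 37 deg C. Rise in yellow fluorescence (Ex 488/Em 500-530, Acumen) marks blocked Vif-driven A3G degradation.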
# Glioma ERSR ind: qHTS for Inducers of the Endoplasmic Reticulum Stress Response (ERSR) in Human Glioma: qHTS; Potency, µM, without a hit: at the top dose activation, most hits filed as activators; AID 602332, 2012; U87-MG GRP78 promoter luciferase reporter, 16 h; actives 0.02% (n = 420,000); note: potency is the fitted concentration of half-maximal effect; series mostly up to about 76 µM; % of control where 0% means no effect; nearly all actives have a fitted effect of over 35% in size
#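 Stably transfected U87-MG glioma cells carrying a GRP78-based luciferase sensor; 16 h compound incubation. Luminescence end-point read 10 min after Bright-Glo addition at room temperature.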
# * hit, by the source's call; ? = inconclusive; . = no result given; & = joins results of further samples; [ ] = remark or other dose. Unless noted, calls come from the whole dose curve; as a rule, active = well fitted curve in the direction sought with a large enough effect; inconclusive = small, poorly fitted or top-dose-only effect, or another doubt; inactive = no such curve, though single readings can be large; an effect the other way counts as inactive or inconclusive. Some of the compounds tested; the hit share may differ from the screen's.
SMILES,TrxR1 substrate,PI4K2A inh,Vif-A3F inh,IDH1 R132H inh,RXFP1 ag,LDHA block,USP1 inh,Vif-APOBEC3G blk,Glioma ERSR ind
CN(CCCNC(=O)Cn1c(=O)c2cccn2c2ccccc21)Cc1ccccc1,-1.0%,2.5,-3.0%,7.7%,0.4%,-9.7,-17.1%,0.5%,0.0%
CCS(=O)(=O)N1CCc2cc(C(=O)Nc3ccc(C)c(Cl)c3)ccc21,-2.0%,0.5,-3.7%,8.3%,3.4%,-0.4,?,2.5%,2.3%
CCCCCCCCCS(=O)(=O)Nc1cc(C)ccn1,-1.4%,-9.9,-0.7%,7.4%,-1.0%,0.4,-0.6%,-0.5%,-3.7%
COc1cccc(N(CC(=O)NCC2CCCO2)C(=O)CCC(=O)Nc2nccs2)c1 (configuration not stated),9.4%,1.4,10.7%,3.3%,-0.2%,-0.7,5.4%,0.2%,-0.7%
O=C(CSCc1ccccc1Cl)N1CCN(c2ccc(Cl)cc2)CC1,7.8%[57.1 µM],2.4,-5.6%,-4.6%,2.3%,-0.6,-16.7%,3.2%,-1.0%
Cc1cccc(OCCNc2ccc([N+](=O)[O-])cn2)c1,3.0%[57.1 µM],-0.4,1.2%,6.4%,0.2%,-6.0,-21.5%,-0.8%,2.3%
Oc1ccc(/C=N/Nc2ccc(C(F)(F)F)cn2)cc1O,-14.4%[57.1 µM],-3.0,0.3%,7.7%,-0.6%,25.6,-10.4%,-6.2%,?
O=C(NCc1ccc2c(c1)OCO2)c1ccc(-n2cnnn2)cc1,4.0%[57.1 µM],7.4,-6.3%,7.0%,10.3%,-5.5,-3.0%,-0.1%,-2.4%
Cc1ccc(C(C)NC(=O)c2cccs2)cc1 (configuration not stated),7.6%,0.3,-17.2%,0.0%,.,-6.3,-20.1%,-7.1%,-2.6%
CC(C)CC(=O)Nc1nnc(S(=O)(=O)N2CCCCCC2)s1,3.4%&4.5%,1.8&1.5,-9.0%&-6.3%,7.5%&8.0%,3.6%&-1.1%,-1.5&-0.1,-9.8%&-4.2%,1.2%&0.2%,-4.1%&-3.1%
O=C(NC1CCSC1=O)C1CCCCC1 (configuration not stated),-10.6%,-7.4,-3.1%,-6.1%,-0.2%,-5.2,-3.6%,4.6%,-4.2%
CCN(CC)CCn1c(=S)[nH]c2ncccc2c1=O,-0.4%,-3.8,-5.4%,-3.9%,7.4%,0.0,-13.0%,-1.1%,0.2%
CCOc1ccc(N2CSC3=C(C#N)C(c4ccco4)CC(=O)N3C2)cc1 (configuration not stated),5.9%,-2.5,0.2%,-4.1%,14.6%,0.8,-2.7%,-0.1%,-1.0%
CCOC(=O)N1CCC(N(CCN(C)C)C(=S)Nc2cccc(Cl)c2)CC1,0.1%,-1.3,1.1%,9.7%,3.1%,-0.8,-25.0%,3.6%,-6.8%
CCS(=O)(=O)c1ncc(Cl)c(C(=O)NCc2ccccc2)n1,4.4%,10.0,.,.,0.6%,0.1,-19.5%,.,.
CCOC(=O)C1CCCN(c2cc(C)nc3cc(-c4ccc(Cl)cc4)nn23)C1 (configuration not stated),23.9%,1.9,-1.6%,-2.6%,0.0%,0.2,-25.1%,0.1%,-3.9%
Cc1ccc(CN(C)C(=O)c2cc(Br)c(Br)s2)o1,-3.7%,-1.6,8.6%,-8.9%,2.1%,0.1,-1.7%,-0.1%,-2.5%
O=C(CN1C(=O)c2ccccc2C1=O)NC(Cc1ccccc1)C(=O)O (configuration not stated),-2.5%,-3.2,1.1%,-1.1%,.,-20.1,-21.2%,-0.1%,-0.1%
Cc1ncc(CC(=O)n2cc(C(=O)c3cc(Cl)ccc3O)cn2)s1,-5.3%,9.9,2.3%,-2.0%,2.0%,0.7,-0.7%,5.7%,2.8%
COc1ccc(N2CCN(C(=O)COC(=O)c3cccc(S(=O)(=O)Nc4cccc(C)c4)c3)CC2)cc1,-3.3%,-3.5,10.7%,-5.2%,2.0%,-3.4,-12.3%,4.1%,-2.4%
Cc1ccc(-n2c(=O)[nH]c3c(C(N)=O)nc(C(C)C)nc32)cc1,6.3%,-3.1,1.0%,4.1%,-0.3%,7.0,-19.2%,-1.4%,-0.1%
CCC(CC)C(=O)Nc1ccc(Nc2ccccc2)cc1,-4.3%,-3.9,-1.9%,-2.9%,-0.7%,-1.2,-20.7%,-0.7%,2.2%
O=C(O)CC(NC(=O)C(c1ccccc1)c1ccccc1)c1ccc(F)cc1 (configuration not stated),0.3%,-0.4,5.8%,1.0%,-0.6%,-3.5,-22.5%,-3.5%,-2.3%
O=c1c2ccccc2c(/C=N/c2n[nH]c(CCCO)n2)c(O)n1-c1ccccc1Cl,-4.0%,2.7,-0.2%,-2.7%,0.2%,-11.8,-17.1%,-11.3%,-0.7%
COc1ccc(S(=O)(=O)N2CCCN(CC(=O)Nc3ccccc3F)CC2)cc1,1.6%,-9.9,12.8%,-4.9%,-0.7%,-5.9,-21.2%,-1.9%,-2.8%
COc1cc(C(=O)N(Cc2cccnc2)Cc2cc3cc4c(cc3[nH]c2=O)OCCO4)cc(OC)c1OC,73.5%[activator],4.4,-0.4%,0.0%,3.8%,7.7,-19.3%,-1.2%,2.9%
O=C(O)Cn1cnc2scc(-c3ccccc3)c2c1=O,4.3%,-4.2,-2.6%,-8.1%,-1.8%,-1.2,-21.1%,-7.9%,-3.1%
COc1ccc(CCNC(=O)CN2CCN(c3ccccc3Cl)CC2)cc1,-4.6%,-0.3,-10.0%,9.5%,1.4%,-2.3,-22.3%,-1.2%,-5.9%
O=C(Nc1ccc(OCc2ccccc2)cc1)Nc1nnc([C@H]2C[C@H](O)[C@@H](CO)O2)s1,.,1.0,.,.,.,-5.2,.,-9.3%,-1.3%
COc1cccc(N2C(=O)C(CC(=O)Nc3ccc(F)cc3)N(C3CCCCC3)C2=O)c1 (configuration not stated),-11.7%,-1.5,4.9%,-0.1%,0.2%,-7.0,-15.5%,-0.5%,-0.3%
CC(C)CC(C(=O)O)C(C)CC(=O)Nc1ccn(-c2ccccc2)n1 (configuration not stated),-0.1%,-0.1,-18.8%,1.4%,-2.2%,0.3,-25.4%,-5.4%,3.6%
COc1cccc(N=Nc2c(=O)[nH]n3c(=O)c4c([nH]c23)CCC4)c1,-11.1%[57.1 µM],3.3,-3.2%,11.7%,-1.1%,1.6,?,-4.6%,-0.1%
CSc1nc(NC(C)(C)C)nc(N2CCOCC2)n1,-7.0%,6.5,2.4%,-0.1%,1.1%,-4.7,-14.3%,1.2%,-6.6%
O=C(NCC(c1ccc(F)cc1)N1CCOCC1)c1ccc([N+](=O)[O-])o1 (configuration not stated),-6.0%,6.0,-28.9%,10.5%,.,12.6,-8.0%,?,-13.1%
CN1C[C@@H]2[C@@H]3C(=O)N(Cc4ccccc4)C(=O)[C@@H]3[C@](Cc3ccccc3)(C1=O)N2C(=O)c1ccc(Cl)cc1,-1.6%,3.9,0.0%,6.0%,.,-2.5,-24.3%,-6.4%,-1.0%
O=C(O)c1cnn(-c2nc(-c3ccc(F)cc3)cs2)c1C(F)(F)F,21.0%,3.5,-16.7%,-6.5%,10.9%,-13.4,-16.7%,-11.4%,7.8%
COc1ccccc1Nc1nc(C)cc(C)n1,3.7%[57.1 µM],3.7,4.5%,13.1%,1.3%,-2.9,1.8%,1.4%,0.2%
S=c1sc2c(Cl)ncnc2n1-c1ccccc1,-3.6%,1.7,-24.5%,0.8%,7.7%,0.5,-7.1%,-17.6%,-13.3%

# One compound at a time (already shown). Values in the order: TrxR1 substrate, PI4K2A inh, Vif-A3F inh, IDH1 R132H inh, RXFP1 ag, LDHA block, USP1 inh, Vif-APOBEC3G blk, Glioma ERSR ind
# Results for O=C(O)CC(NC(=O)C(c1ccccc1)c1ccccc1)c1ccc(F)cc1 (configuration not stated) : 0.3%, -0.4, 5.8%, 1.0%, -0.6%, -3.5, -22.5%, -3.5%, -2.3%
# Results for CN1C[C@@H]2[C@@H]3C(=O)N(Cc4ccccc4)C(=O)[C@@H]3[C@](Cc3ccccc3)(C1=O)N2C(=O)c1ccc(Cl)cc1 : -1.6%, 3.9, 0.0%, 6.0%, ., -2.5, -24.3%, -6.4%, -1.0%
# Results for COc1cccc(N=Nc2c(=O)[nH]n3c(=O)c4c([nH]c23)CCC4)c1 : -11.1%[57.1 µM], 3.3, -3.2%, 11.7%, -1.1%, 1.6, ?, -4.6%, -0.1%
# Results for COc1cc(C(=O)N(Cc2cccnc2)Cc2cc3cc4c(cc3[nH]c2=O)OCCO4)cc(OC)c1OC : 73.5%[activator], 4.4, -0.4%, 0.0%, 3.8%, 7.7, -19.3%, -1.2%, 2.9%
